Compound activity from PubChem.
Lipid droplet: hepatic lipid droplet formation modulation. AML12 mouse hepatocytes, oleate lipid droplets, BODIPY imaging. inhibition, % at 6.5 µM. 240,000 tested, 0.4% active. AID 1656;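 active means lipid droplet intensity inhibited by at least 50%, with more than 500 cells counted; inconclusive means wells with under 300 cells, treated as cytotoxic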
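Test system: AML12 mouse liver cells; schedule: overnight exposure; technique: high-content imaging of BODIPY-stained droplets and DAPI nuclei; read-out: % inhibition of corrected integrated BODIPY droplet signal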
MT stabilizer: microtubule stabilizers in HeLa cells | 200,000 tested, 0.83% active | % tubulin-high responders, % at 10 µM | HeLa tubulin immunostaining HCS, 24 h; share of cells brighter than vehicle mean+2SD;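 active means plate Z-score above 3 for both tubulin-high and condensed-nucleus cell shares, with cell loss under 80%, at 10 µM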;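 further: anti alpha tubulin signal scored within the nucleus-defined area of each cell; some results filed as inactive read as strong as hits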
WT yeast gro inh: growth inhibition of WT yeast, mitochondrial fusion screen; mitochondrial fusion phenotypic screen, WT strain; inhibition, % at 10 µM; 190,000 tested, 2.1% active; in the data active means inhibition above about 58%; tested in S. cerevisiae
bCat nuc transl: modulators of beta-catenin nuclear translocation; HeLa beta-catenin nuclear translocation, immunofluorescence imaging; nuclear translocation activity, % at 5 µM; 190,000 tested, 0.3% active; AID 1665;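 active means nuclear translocation activity above 50% at 5 µM, with a well cell count of 50 or more; inconclusive means wells under 50 cells across six images, flagged as toxic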;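 further: per-cell ratio of nuclear to cytoplasmic median beta-catenin stain intensity; plate controls were DMSO negative control for no effect and GSK-3 inhibitor IX positive control for full effect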
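Assay system: human HeLa cells, native beta-catenin; doses: 5 µM primary, 0.02–20 µM confirmation; incubation: compound treatment 24 h, 37°C, 5% CO2; technique: fluorescence imaging of beta-catenin antibody stain plus DAPI; measure: % activation, nuclear-to-cytoplasmic median beta-catenin signal ratio per cell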
Ins promoter up: MIN6 insulin promoter up-regulation. MIN6 insulin promoter-GFP reporter, high-content imaging; stronger effect = higher value. z-score at 5 µM. 190,000 tested, 0.3% active;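 active means z-score above 3 at 5 µM with at least 500 cells counted in the well; inconclusive means wells under 500 cells, flagged as cytotoxic or low count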
Myeloid diff 2: myeloid differentiation induction; 360,000 tested, 1% active; calls only at 10 µM; ER-HoxA9 myeloid progenitors, lysozyme-GFP differentiation, flow cytometry;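 active means normalized GFP-positive differentiation at or above the plate's own cutoff, the solvent-only control mean plus 3 SD; inconclusive means no clear call, values can overlap the other calls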;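 further: cells exposed to compound for four days before flow analysis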
T cell modulator: T cell immune modulators affecting CD8 T cell-vesicle binding; 2C CD8+ T cell-vesicle binding, flow cytometry; stronger effect = lower value; 330,000 tested, 0.068% active; calls only at 7 µM;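 active means response, share of CD8 T cells binding vesicles, and their 90th percentile fluorescence all below set limits, cut at about 80% in these data, passing the limit was not always enough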
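Material: murine 2C transgenic CD8+ T lymphocytes / Also added: QL9-peptide-loaded Drosophila micro-vesicles bearing Ld, ICAM-1 and B7-1 / Schedule: binding step 1.5 h, 37 °C, antibody labelling 20 min, ice / Signal: flow cytometry, PE anti-B7-1 (FL2) versus Alexa647 anti-CD8 (FL8), PFA-fixed / Evaluation: percent CD8+ FL2 mean versus row control / Benchmarks: naked versus QL9-loaded vesicles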
Autophagy mod: alters autophagy in cells | MEF GFP-LC3 puncta imaging; test concentration mostly 10 µM | calls only at 10 µM (by protocol) | 190,000 tested, 0.98% active | AID 463193;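 active means percentage of spot-positive cells more than 3 SD above its plate mean, without a fluorescence outlier flag or 80% toxicity; inconclusive means no clear call, values can overlap the other calls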;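 further: spot-positive cell cutoff set from DMSO-treated cells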
West Nile antiviral: West Nile virus antiviral activity, cell-based, CPE readout (AID 1621). 290,000 tested, 0.02% active. West Nile virus-infected cells, CPE inhibition; higher % means a stronger effect. CPE inhibition, % at 10 µM, or IC50 in µM where a hit was titrated; in the data active means a potency from the dose series; inconclusive means CPE inhibition mostly from about 3.7% at the one dose, without a potency; inactive means the rest, 99 in 100 with CPE inhibition below about 2.2%; further: strong numbers were not always called active
WT yeast gro inh mutant strain: further read-out of WT yeast gro inh, marked with its call; inhibition, %; mitochondrial fusion phenotypic screen, mutant strain inhibition
Ins promoter up cell count: also measured in Ins promoter up; calls as there; cell count; measured here: cytotoxicity, nuclei count;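 total cells summed across four imaged fields per well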
Lipid droplet cells 6.5 µM: further read-out of Lipid droplet, marked with its call; cell count; measured here: cell count, cytotoxicity flag;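 cells counted across two imaged fields per well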
bCat nuc transl cell count 5 µM: second read-out of bCat nuc transl, no call of its own (marks repeat the call); cell count; measured here: cell count, cytotoxicity flag
T cell modulator vesicle-bound %: further read-out of T cell modulator, marked with its call; double positive events, %; measured here: CD8+ vesicle-bound cell fraction;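 binding gate set so that unloaded-vesicle control wells show 10% double positive cells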
MT stabilizer Hoechst-high %: further read-out of MT stabilizer, marked with its call; % Hoechst-high responders; measured here: nuclear condensation Hoechst responders;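 share of cells brighter than vehicle mean plus two SD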
MT stabilizer cytotoxicity %: second read-out of MT stabilizer, no call of its own (marks repeat the call); toxicity, %; measured here: cytotoxicity by cell density;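 0% = mean cell density of plate MIN control wells and 100% = no cells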
Autophagy mod cell loss 18 h: second read-out of Autophagy mod, no call of its own (marks repeat the call); toxicity, %; measured here: cell loss, nuclei count;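 cell loss after 18 h compound exposure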
Myeloid diff 2 GFP+ MAC1+ %: recorded beside Myeloid diff 2, whose call it bears; GFP+ MAC1+ double positive, %; measured here: differentiation confirmed by MAC1 staining
Starred values were filed as active, the others as inactive; i = inactive; ? = inconclusive; / = no result given.

SMILES	Lipid droplet	Lipid droplet cells 6.5 µM	MT stabilizer	MT stabilizer Hoechst-high %	MT stabilizer cytotoxicity %	WT yeast gro inh	WT yeast gro inh mutant strain	bCat nuc transl	bCat nuc transl cell count 5 µM	Ins promoter up	Ins promoter up cell count	Myeloid diff 2	Myeloid diff 2 GFP+ MAC1+ %	T cell modulator	T cell modulator vesicle-bound %	Autophagy mod	Autophagy mod cell loss 18 h	West Nile antiviral
CCOC(=O)N/N=C(/C)c1cccc(-n2cnnn2)c1	14.4	690	1.5	1.1	0.5	6.5	6.4	0.7	1071	-0.8	1349	i	0.3	i	49.1	i	9.2	0.7%
CS(=O)(=O)Nc1ccc(S(=O)(=O)Nc2nccs2)cc1	4.9	760	2.0	2.0	7.1	11.7	13.1	/	/	0.23	1356	i	0.8	i	11.3	i	-4.2	0.7%
O=S(=O)(N/N=C/c1cn(Cc2ccccc2)c2ccccc12)c1ccccc1	/	/	3.2	1.8	2.6	17.2	4.2	3.7	1394	-0.87	1264	i	1.0	i	35.4	i	-7.9	-0.8%
CC(C)(C)OC(=O)N1CC(O)CC1C(=O)OCC(=O)c1ccc(-c2ccccc2)cc1 (stereo not drawn)	-8.1	652	2.0	1.7	8.1	2.5	11.5	-1.5	1074	-0.37	1320	i	0.2	i	50.9	i	-21.1	-0.2%
CC1(C)Cc2ccccc2-c2nc(NCCO)n(-c3ccccc3)c(=O)c21	5.4	755	2.4	1.1	0.5	8.8	5.2	-1.3	1132	0.31	723	i	0.8	i	45.9	i	-5.1	-0.1%
CCOC(=O)c1ccc(NC(=S)NC2CC(C)(C)NC(C)(C)C2)cc1	/	/	4.6	2.7	3.8	-7.0	4.6	/	/	/	/	i	5.3	i	29.2	i	-32.2	0.6%
CS(=O)(=O)N(CC(=O)Nc1cccc(Cl)c1Cl)c1ccccc1	-4.5	802	1.7	1.0	4.8	-0.9	23.2	-0.8	1159	-0.66	838	i	2.5	i	44.2	i	6.5	-0.8%
CCOc1cc(/C=C2\C(=O)ON=C2c2ccccc2)ccc1OC	-4.8	806	/	/	/	/	/	/	/	/	/	i	0.7	i	32.3	/	/	-1.1%
Cc1noc(C)c1S(=O)(=O)N1CCC(C(=O)NCCC2=CCCCC2)CC1	-8.5	768	2.2	1.6	9.0	16.5	-5.9	0.9	1176	-0.55	892	i	1.2	i	49.3	i	-6.5	-0.2%
O=C(N/N=C/c1cn(-c2ccccc2)nc1-c1ccccc1)c1ccco1	-23.2	689	1.6	1.4	4.3	2.0	6.8	-1.7	1165	-4.01	569	i	0.6	i	51.3	i	1.0	-0.3%
Cc1cc(CN(C)C(=O)c2cc(COc3ccc4ncccc4c3)on2)on1	-30.8	677	4.8	2.3	0.4	8.4	16.7	-0.9	1093	-0.2	800	i	0.7	i	22.4	i	-32.3	-1.7%
CCOC(=O)C1CCCN(C(=O)Cn2nc(CC)n3c(cc4sccc43)c2=O)C1 (stereo not drawn)	/	/	7.2	3.3	5.5	8.2	3.0	/	/	0.44	967	i	1.7	i	9.6	i	3.4	0.0%
CCOc1cc(C)c(Cl)cc1S(=O)(=O)N(CC)CC	-13.4	704	2.1	1.4	7.3	-13.1	-27.1	1.9	956	0.21	1258	i	1.5	i	44.0	i	5.8	-0.2%
C=CCOC(=O)C1=C[C@H](c2ccccc2)[C@@H](CCCO)[C@H](OCC)O1	-27.6	757	4.5	1.7	1.3	-6.8	-3.8	-2.9	1134	-0.05	1438	i	1.7	i	59.6	i	-7.8	0.3%
Fc1ccc(-c2cc(C(F)(F)F)nc(-n3cncn3)n2)cc1	11.7	688	3.1	2.0	15.6	-1.8	4.2	-1.4	1078	0.01	1928	i	0.3	i	46.7	i	-2.0	0.0%
Cc1ccc(C(c2nnnn2CCc2ccccc2)N2CCC(C)CC2)cc1 (stereo not drawn)	-31.6	724	3.4	1.7	1.7	74.5*	7.6*	/	/	/	/	i	0.2	i	52.5	i	8.0	2.9%
O=C1COC(c2ccccc2)C2CCCCN12 (stereo not drawn)	-3.1	715	2.4	1.8	5.6	-13.9	-5.2	/	/	0.46	1303	i	0.5	i	58.8	i	4.6	-1.6%
O=C1/C(=C\c2cccc([N+](=O)[O-])c2O)SC(=S)N1Cc1ccccc1	-26.6	762	/	/	/	/	/	/	/	/	/	i	0.9	i	6.9	/	/	-0.4%
CCCCCC(=O)Nc1cccc(C2=NOC3(C2)C[C@@H](C(N)=O)N(C(=O)CC(c2ccccc2)c2ccccc2)C3)c1 (stereo partly drawn)	-15.2	747	/	/	/	/	/	1.6	1079	-0.9	684	i	0.4	i	20.2	/	/	-0.2%
CCCn1nc(C(=O)N2CCc3ccccc3C2)c2ccccc2c1=O	/	/	3.2	1.8	2.2	7.9	8.1	1.6	1408	-0.63	1339	i	0.8	i	55.6	i	-2.3	0.1%
CCC(NC(=O)Nc1nccs1)(C(F)(F)F)C(F)(F)F	/	/	4.2	2.9	11.5	-19.7	10.5	-6.0	958	0.24	1069	i	0.6	i	21.3	i	31.3	-0.3%
CCC(C)(C)C(=O)Nc1ccc(C(N)=O)cc1	2.0	726	2.2	1.8	3.5	-16.0	-5.5	-3.2	1230	-0.73	976	i	0.4	i	34.7	i	0.7	0.1%
CCc1nnc(NC(=O)Cn2ccc(C(F)(F)F)n2)s1	/	/	5.3	4.4	11.2	-42.4	-17.3	-4.0	972	0.14	1387	i	0.8	i	36.3	i	8.5	0.1%
Brc1cccc(CN2CCCCCCC2)c1	7.2	728	1.4	1.4	8.0	6.8	9.8	-14.9	1228	/	/	i	0.9	i	11.9	i	-3.4	0.0%
COc1ccccc1CNC(=O)CN1C(=O)C(C)N(c2ccc(C)cc2)C1=O (stereo not drawn)	/	/	5.7	3.4	8.5	18.8	5.4	-1.6	1427	0.09	1213	i	0.8	i	14.2	i	2.7	-1.4%
COc1ccc(CCN2CC(C(=O)NCc3nc(C)c(C)s3)CCC2=O)cc1 (stereo not drawn)	-26.2	806	/	/	/	/	/	/	/	/	/	i	0.7	i	69.7	/	/	-0.1%
COc1ccc(OC)c(C(=O)NC(CC(N)=O)c2ccc(N3CCN(c4ccc(F)cc4)CC3)c([N+](=O)[O-])c2)c1 (stereo not drawn)	-4.7	789	/	/	/	/	/	/	/	/	/	i	1.2	i	17.7	/	/	-1.3%
CCOc1ccc(Cc2nnc(SCC(N)=O)n2C)cc1	8.9	797	1.7	1.0	5.2	-14.8	5.8	/	/	/	/	i	0.4	i	43.7	i	-4.2	-0.1%
CS(=O)(=O)N(Cc1ccccc1)c1ccc(C(=O)Nc2ccccc2Sc2ccccc2)cc1	-3.0	715	3.1	2.6	9.7	11.3	-14.9	-1.5	1306	0.33	1462	i	0.4	i	46.8	i	10.3	/
COc1ccc(Sc2nc(-c3ccccc3)ncc2C(=O)O)cc1	14.3	662	1.3	1.7	6.7	-12.2	12.3	-3.3	1096	-0.35	1609	i	0.2	i	43.6	i	10.8	0.1%
O=c1ccc2cc3c4c(c2o1)CCCN4CCC3	-0.5	702	7.3	3.9	19.6	10.8	8.6	-0.6	822	1.76	1484	i	0.6	i	34.5	i	34.4	-0.4%
CCOc1ccc(C(CC(=O)O)NC(=O)c2ccco2)cc1OC (stereo not drawn)	19.1	788	2.1	1.3	7.3	-10.8	-10.1	-0.4	1057	-0.13	1319	i	0.4	i	38.7	i	4.4	0.6%
CCOC(=O)c1c(NC(=O)c2ccccc2Br)sc2c1CCc1ccccc1-2	-8.4	678	2.4	1.7	9.5	3.6	-6.5	/	/	0.37	857	i	1.6	i	35.0	i	-2.2	-1.1%
COc1ccccc1CCNS(=O)(=O)c1c(C)n(C)c(=O)n(C)c1=O	2.7	491	1.7	2.9	4.5	-13.4	-8.2	2.7	930	0.15	1319	i	2.5	i	45.4	i	8.0	0.3%
CC(C)(C)CN1C(=O)C(=O)NC[C@H]1Cc1ccc(O)cc1	13.5	668	/	/	/	/	/	-1.1	1282	1.38	839	i	0.7	i	36.7	/	/	0.0%
CNC(=O)c1ccc(-c2cc(C(F)(F)F)nn2C)s1	-9.3	713	/	/	/	/	/	-1.9	1065	0.77	1546	i	0.7	i	53.5	/	/	-0.3%
O=C(NC1CCCC1)C1=COCCO1	-13.7	703	1.6	1.2	5.8	-8.1	-22.6	0.5	1073	0.23	677	i	1.0	i	3.0	i	-4.4	0.2%
CC(=O)c1nn(-c2cccc(Br)c2)cc1C(=O)c1ccc(Br)cc1	-4.2	720	3.4	2.6	4.7	22.1	4.5	-2.8	1220	-0.06	1230	i	0.6	i	45.2	i	4.3	?
O=C(O)COc1ccc(/C=N/NC(=O)/C(=C/C=C/c2ccccc2)NC(=O)c2ccccc2)cc1	-9.3	834	/	/	/	/	/	/	/	/	/	i	0.7	i	56.5	/	/	0.2%
COc1ccc(-c2csc(N(CCCN(C)C)C(=O)c3ccc(C)cc3)n2)cc1	-2.0	817	/	/	/	/	/	/	/	/	/	i	0.4	i	54.1	/	/	0.0%
Cc1nn(-c2ccccc2)c(N)c1Sc1cccc([N+](=O)[O-])c1	-25.1	652	2.9	2.4	7.3	-3.2	12.0	2.5	1093	-0.24	1446	i	0.3	i	24.1	i	8.1	0.9%
